# All columns: NCI-60 one-dose screen, growth in % after 48 h at 10 µM unless noted; 100 = growth as untreated, 0 = no growth, -100 = all killed.
# OVCAR-3: OVCAR-3 ovarian cancer. hit rate 7% among 79,000
# IGROV1: IGROV1 ovarian cancer; hit rate 4.7% among 79,000
# RXF 393: RXF 393 renal cancer cells | hit rate 6.9% among 77,000 | AID 1794773
# OVCAR-5: OVCAR-5 ovarian cancer; hit rate 2.9% among 82,000
# ACHN: ACHN renal cancer. hit rate 4.9% among 81,000
# SK-OV-3: SK-OV-3 ovarian cancer cells; hit rate 3.2% among 80,000; AID 1794785
# OVCAR-4: OVCAR-4 ovarian cancer cells; hit rate 3.7% among 80,000; AID 1794784
# A498: A498 renal cancer cells. hit rate 5.4% among 76,000
# OVCAR-8: OVCAR-8 ovarian cancer | hit rate 4.4% among 81,000 | AID 1794782
# Numbers without * were called inactive; · = no result given; & = joins results of further samples. Rule for the calls: active = growth percent below 10; inactive = the rest.
SMILES	OVCAR-3	IGROV1	RXF 393	OVCAR-5	ACHN	SK-OV-3	OVCAR-4	A498	OVCAR-8
COc1cccc(-c2nc(-c3ccc(NC(C)=O)cc3)[nH]c2-c2ccnc(Br)c2)c1	83	85	40	90	78	99	70	80	80
c1csc([C@@H](CC2CCCCC2)c2ccc3ccccc3c2)c1	109	105	·	98	107	101	98	112	107
N#Cc1ccc(N)cc1OCCCN1CCOCC1	102	106	114	92	92	103	106	99	101
O=C(NCC1CC1)NC(=O)c1c(F)cccc1Cl	114	·	115	110	104	114	104	114	108
O=C(NCC1Cc2cccc(-c3ccncc3)c2O1)c1csc2c1CCCC2 (centres undefined)	104	99	78	86	89	108	103	94	84
CCCCOC(=O)c1ccc(NC(=O)CCCCl)cc1	97	104	103	90	88	104	110	96	88
C[C@H](c1nc2ccc(Cl)cc2[nH]1)[C@H]1CC[C@H]2[C@@H]3CCC4=CC(=O)CC[C@]4(C)[C@H]3CC[C@]12C	95	85	92	99	102	99	70	83	90
S=C1NCCCS1	118	132	110	117	114	104	129	76	102
CN(C)c1ccc(Br)cc1	110	100	112	95	104	116	112	92	102
CC(C)NS(=O)(=O)c1cccc(-c2ccc3c(=O)n(CCCN)c4c(c3c2)C(=O)c2ccccc2-4)c1	99	102	109	109	101	107	85	103	98
CCOC(=O)c1nn(C2CCCCO2)c2ccc(NC(=O)CSc3nc4ccccc4[nH]3)cc12 (centres undefined)	94	99	19	110	85	·	99	56	94
COC12C=C/C(=C(/C(=O)OCc3cncnc3)C(=O)CCCCCCCCC3(OC)C=C/C(=C(/C(=O)OCc4cncnc4)C(=O)CCCCCCCC1)O3)O2	-58*	-60*	-74*	-26*	-94*	37	-4.9*	-94*	9.1*
COc1ccc(C2=CC(c3ccc(OC)cc3Br)N3C(C)=CSC3=N2)cc1 (centres undefined)	101	95	99	100	92	104	84	101	102
CC(C)c1ccc(-c2cnc3nonc3n2)cc1	16	54	38	38	51	82	59	62	37
Clc1ccc(NCc2cn(-c3ccccc3)nc2-c2ccc(OCc3ccccc3)cc2)cc1	101	112	117	93	90	96	99	93	100
C#CCOc1ccccc1/C=N/Nc1nc(-c2ccc(C#N)cc2)cs1	89	82	97	91	86	95	61	84	91
COc1ccc(CCC2c3c(cc4c(c3OC)OCO4)CCN2C)cc1 (centres undefined)	-21*	-52*	-35*	-17*	-17*	-38*	9.3*	13	-42*
C=C1C(=O)O[C@H]2[C@H]1CC/C(COC(=O)c1cn(C)c3ccccc13)=C\CC[C@@]1(C)O[C@@H]21	-72*	-48*	-88*	-26*	-83*	63	-34*	65	-20*
CN1CC(c2nc3ccccc3o2)CC1=O (centres undefined)	107	105	100	101	103	97	105	80	101
Oc1c(Cl)cc(Cl)c(Cl)c1CN1CCOCC1	102	98	124	100	98	109	112	75	101
O=C(O)CCCc1cn(Cc2cn(CC(=O)Nc3cc(Cl)c(Cl)cc3Cl)nn2)c2ccccc12	104	98	93	95	88	83	102	110	103
CCc1cccc(CC)c1N1C(=O)C2=C(SCCCS2)C1=O	103	110	104	110	102	83	103	80	105
c1ccc(CCc2nc3ccccc3s2)cc1	101	76	129	132	91	108	81	88	109
O=c1c(CCCC2CCCCC2)c[nH]c2ccccc12	80	107	92	105	85	83	57	73	91
CC1(C)N=C(N)N=C(N)N1c1ccc(OCC(=O)N2CCOCC2)cc1	107	105	97	109	105	100	114	104	107
N#CC1=C(/N=C/c2ccccc2)Oc2c(ccc3ccccc23)C1c1ccco1 (centres undefined)	103	70	106	105	99	88	101	·	103
CSc1nsc(N)n1	110	98	108	107	107	105	104	88	105
CC(=O)CC(=O)OCc1ccccc1	103	97	112	103	108	100	108	116	107
CCOC(=O)N1CCc2c(sc3c2C(=O)N[C@H](c2ccc(OC)cc2)N3)C1	102	107	113	108	103	65	102	96	89
COc1ccccc1C1OC2=Nc3cc(C)c(C)cc3NC2C1=O (centres undefined)	22	89	78	62	16	80	-14*	·	69

# Profiles from above. Values in the order: OVCAR-3 | IGROV1 | RXF 393 | OVCAR-5 | ACHN | SK-OV-3 | OVCAR-4 | A498 | OVCAR-8
# Listed for c1csc([C@@H](CC2CCCCC2)c2ccc3ccccc3c2)c1 → 109 | 105 | · | 98 | 107 | 101 | 98 | 112 | 107
# Listed for S=C1NCCCS1 → 118 | 132 | 110 | 117 | 114 | 104 | 129 | 76 | 102

# Next section
SMILES	OVCAR-3	IGROV1	RXF 393	OVCAR-5	ACHN	SK-OV-3	OVCAR-4	A498	OVCAR-8
CCN(CC)CN1C(=O)C(=O)c2ccccc21	89	·	97	108	91	91	107	98	104
Clc1ncnc2[nH]ccc12	121	114	120	119	98	109	108	93	108
Cc1[nH]c2ccccc2c1CCNC(=O)c1ccc(-c2cnc[nH]2)cc1	101	92	102	96	100	99	104	102	98
O=C(c1ccc(Cl)cc1)C1[C@H](c2ccccc2Br)[C@@H](c2ccccc2)NC12C(=O)Nc1ccccc12 (some centres undefined)	11	31	-13*	4.2*	11	36	26	55	27
CN(C)/N=N/c1nc[nH]c1C(N)=O	105&94&98	92&96&118	83&99&110	100&112&116	84&101&92	75&66&59	58&73&51	80&104&90	84&80&70
CCc1ccc(C2C3=C(NC(C)(C)NC3Nc3cccnc3)OC2C(=O)c2ccc(N=[N+]=[N-])cc2)cc1 (centres undefined)	112	101	124	102	104	102	109	128	105
Cc1ccc(Nc2nc(Cl)nc3ncn(C)c23)c(C)c1	107	110	120	106	104	104	111	96	101
Nc1cc(-c2ccc(Cl)cc2)nn1-c1nc(-c2ccc(Cl)cc2)cs1	100	94	103	92	100	91	106	90	97
O=C(NCCN1CCOCC1)C(Cl)Cl	103	113	121	105	105	109	97	106	100
CCOC(=O)C(C)(NC(=O)c1ccccc1)C(=O)OCC	115	104	105	101	108	107	98	100	107
Nc1ncnc2c1ncn2CCOc1nc(-c2ccc(F)cc2)cc(-c2ccco2)n1	127	94	121	·	·	104	105	92	98
CC1(C)COC(c2cc3c(cc2Br)OCO3)OC1	104	83	118	104	102	104	114	83	99
NC(=O)c1nn(-c2ccccc2)nc1N1CCCCC1	104	107	109	103	108	112	95	82	104
O=C1C(OCCOc2ccccc2)=C(OCCOc2ccccc2)C(=O)c2ccccc21	78	63	79	124	74	58	45	95	87
Cc1cc(S(=O)(=O)O)cc(C)c1N	104	·	104	·	·	103	93	110	105
O=c1oc2ccccc2cc1C1=NN(c2ccccc2)C(c2cn(-c3ccccc3)nc2-c2ccc(Cl)cc2)C1 (centres undefined)	112	76	114	102	86	92	92	125	103
O=c1oc2ccccc2cc1-c1ccccc1	118	106	112	106	110	119	97	116	100
CCN(CC)c1ccc2c(C)cc(=O)oc2c1	107	106	92	85	92	101	·	99	94
CCN(CC)CCOc1ccc2c(c1O)C(=O)c1ccccc1C2=O	95	97	78	104	57	78	86	88	62
Fc1ccc2nc(Cl)c(Cn3nnnc3SCc3ccccc3)cc2c1	108	86	90	99	89	92	100	86	99
COc1ccc(NC(=O)Cn2nncc2CN2C(=O)CSC2=O)cc1	115	109	133	127	95	83	109	121	105
N#Cc1cn(-c2cccnc2Cl)c(C(=O)c2ccc(F)cc2)c1N	111	96	108	95	101	108	94	108	97
O=[N+]([O-])c1cccc(C2NC(Cl)=C(Cl)c3c2sc2c(F)cccc32)c1 (centres undefined)	104	89	92	98	93	94	97	97	98
COc1ccc(-c2cnc3ncnn3c2-c2cc(OC)c(OC)c(OC)c2)cc1O	110	112	·	101	104	104	95	102	103
N#Cc1c(-c2ccc(Cl)cc2)nc2c(nnn2-c2ccc(S(N)(=O)=O)cc2)c1N	113	84	82	111	100	90	78	82	96
O=C1[C@@H]2Cc3c([nH]c4ccccc34)[C@H](c3c(Cl)cccc3Cl)N2C(=O)CN1C1CCN(CC2CCCCC2)CC1	20	58	·	93	51	123	90	87	88
Nc1c(C(=O)Nc2ccc(Cl)cc2)sc2nc(-c3cnccn3)cc(-c3cccs3)c12	63	74	61	66	17	74	61	82	48
N#Cc1c(-c2cccs2)cc(-c2cnccn2)nc1SCC(=O)N/N=C/c1ccc(Cl)cc1	117	109	92	112	102	114	105	87	104
COC1OC2COC(c3ccccc3)OC2C2OC(c3ccccc3)OC12 (centres undefined)	89	·	77	100	99	85	95	111	89
Cc1cnc(C(=O)NCCc2ccc(S(=O)(=O)NC(=O)NC3CCCCC3)cc2)cn1	116&115	103&108	109&108	106&116	109&108	111&116	111&92	124	106&100

# Part of the list above, field by field:
> N#Cc1c(-c2ccc(Cl)cc2)nc2c(nnn2-c2ccc(S(N)(=O)=O)cc2)c1N
  OVCAR-3: 113
  IGROV1: 84
  RXF 393: 82
  OVCAR-5: 111
  ACHN: 100
  SK-OV-3: 90
  OVCAR-4: 78
  A498: 82
  OVCAR-8: 96
> N#Cc1cn(-c2cccnc2Cl)c(C(=O)c2ccc(F)cc2)c1N
  OVCAR-3: 111
  IGROV1: 96
  RXF 393: 108
  OVCAR-5: 95
  ACHN: 101
  SK-OV-3: 108
  OVCAR-4: 94
  A498: 108
  OVCAR-8: 97

# Further results
SMILES	OVCAR-3	IGROV1	RXF 393	OVCAR-5	ACHN	SK-OV-3	OVCAR-4	A498	OVCAR-8
O=C1N(O)C2(C=CCCC2)/C(=N/O)C12CCCCC2 (centres undefined)	98	104	96	98	101	109	109	86	111
COc1ccc2cc([C@H](C)CO)ccc2c1	110	110	107	108	101	111	100	106	111
CCOC(=O)CC1CSC(N/N=C/c2ccc(N(C)C)cc2)=N1 (centres undefined)	107	102	110	112	110	104	105	91	96
C=CCOC1OC(CO[Si](C)(C)C(C)(C)C)C(OCc2ccccc2)C(OCc2ccccc2)C1OCc1ccccc1 (centres undefined)	98	102	93	134	112	103	102	69	98
S=c1nc[nH]c2c1ncn2C1CCCC1	108	118	97	138	102	96	107	107	105
Cc1ccc2nc(Sc3ncccc3C(=O)O)n(-c3ccccc3)c(=O)c2c1	125	109	113	113	111	101	118	101	106
Nc1ccccc1C(=O)N/N=C\c1cccc([N+](=O)[O-])c1	106	88	105	109	101	97	92	·	96
COC(=O)c1ccc(Cn2ccc(=O)[nH]c2=O)cc1	130	114	108	104	107	116	109	120	115
Nc1nc(SCc2ccc(Br)cc2)c2ncn(C3OC(CO)C(O)C3O)c2n1 (centres undefined)	110	·	100	93	93	88	94	·	105
CCC(=O)OC1=C(C)SC2=NC(c3ccc(Cl)cc3)=CC(c3ccc(Cl)cc3)N21 (centres undefined)	127	109	107	93	104	112	97	95	101
c1ccc(CC[n+]2ccccc2)cc1	102	105	103	92	98	106	101	112	104
CCN(CC)C(=O)c1cccnc1	109	130	123	99	107	109	112	114	99
CC(C)(C)OC(=O)NCc1ccc(CNc2c([N+](=O)[O-])cnc3ccccc23)cc1	·	76	105	94	61	68	55	36	63
CCOC(=O)C1=C(C)Nc2nnc(Nc3ccccc3)n2C1c1ccccc1 (centres undefined)	5.9*	63	80	91	15	95	35	·	73
CC1Cc2cc(Br)ccc2-n2cccc21 (centres undefined)	118	114	126	102	102	102	·	95	106
Cc1c2ccccc2c(C)c2c1ccc1ccccc12	105	81	96	96	97	99	90	81	99
O=C1c2cc3c(cc2-c2c1c1ccc(Cl)cc1c(=O)n2CCCn1ccnc1)OCO3	-5.5*	28	-37*	3.2*	-19*	8.7*	14	-13*	11
CCOC(=O)c1cc(=O)[nH]c(O)c1N=Nc1ccccc1	101	113	122	113	110	122	114	114	106
CCC[C@H](C[C@H](CO)OC)c1ccc2ccccc2c1	105	92	116	98	108	98	92	116	98
O=C(O)C#Cc1ccc(Cl)cc1	110	98	108	102	103	92	98	73	98
COc1ccc(/C=C/C(=O)OCCN2CCOCC2)cc1	103	108	101	97	106	92	103	90	98
CCSc1nc2c(c(=O)n(C)c(=O)n2C)n1C	·	65	95	101	111	102	·	93	94
COc1cc(NC(=O)CCSc2nc3ccc(Cl)cc3c(=O)n2-c2ccc(F)cc2)cc(OC)c1OC	105	85	75	106	80	101	76	12	84
Cn1c(=O)c2c(nc(C3CCCCC3)n2C)n(C)c1=O	117	95	113	113	111	110	116	106	97
Cc1ccc(-n2nc(C(C)(C)C)cc2NC(=O)NCc2cc(F)ccc2Oc2ccc3c(cnn3CCO)c2)cc1	54	9.0*	-10*	26	12	18	28	-11*	24
Nc1cc(N)cc([N+](=O)[O-])c1	106&114	110&110	124&104	94&107	101&103	122&94	104&108	92&107	105&106
Cc1nn(-c2ccccc2)c(-n2ccnc2)c1/C=N/Nc1nc(-c2ccc(-c3ccccc3)cc2)cs1	49	99	74	98	70	67	43	84	58
O=C1NC(Cc2c[nH]c3ccccc23)C(=O)N1Cc1ccc(Cl)cc1 (centres undefined)	106	85	116	108	95	101	97	79	98
CC(/C=C1\SC(=S)N(CC(=O)NCC(=O)O)C1=O)=C\c1ccccc1	112	100	111	103	101	106	103	86	103
COc1ccc(CCNCCCOc2cc3c(Nc4ccc(S(=O)(=O)Nc5cc(C)on5)cc4)ncnc3cc2OC)cc1OC	114	108	103	107	100	93	120	106	101

# Taken from above:
# OVCAR-5 result of CC1(C)N=C(N)N=C(N)N1c1ccc(OCC(=O)N2CCOCC2)cc1 : 109
# A498 result of O=C(O)CCCc1cn(Cc2cn(CC(=O)Nc3cc(Cl)c(Cl)cc3Cl)nn2)c2ccccc12 : 110
# OVCAR-3 result of C=C1C(=O)O[C@H]2[C@H]1CC/C(COC(=O)c1cn(C)c3ccccc13)=C\CC[C@@]1(C)O[C@@H]21 : -72*
# RXF 393 result of COc1cccc(-c2nc(-c3ccc(NC(C)=O)cc3)[nH]c2-c2ccnc(Br)c2)c1 : 40
# ACHN result of O=c1oc2ccccc2cc1-c1ccccc1 : 110
# ACHN result of O=C1NC(Cc2c[nH]c3ccccc23)C(=O)N1Cc1ccc(Cl)cc1 (centres undefined) : 95

# Assay outcomes from PubChem BioAssay.
